Screening data as filed in PubChem.
SKKanGAS inh – blocks kanamycin growth of S. pyogenes SKKanGAS strain. hit rate 1.3% among 300,000. inhibition, % at 7.5 µM. BacTiter-Glo, 6 h;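 active means mean replicate score, as percent of positive control median, at least 50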;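 further: strain carries kanamycin resistance gene driven by streptokinase promoter and grows in 40 µg/ml kanamycin; loss of luminescence reflects streptokinase promoter inhibition or plain growth inhibition; 0% = median of DMSO wells and 100% = positive control at its reference dose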
HIF activator – HIF pathway transcriptional activation | activation, % at 7.5 µM (by protocol) | hit rate 0.32% among 300,000 | U2OS HRE-luciferase reporter, luminescence; normalized: DMSO 0%, desferrioxamine 100%;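 active means mean activation of at least 10% of the iron chelator positive control signal, with at least half of replicates also reaching 10%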
HSP90 refold inh – blocks HSP90-mediated luciferase refolding in reticulocyte lysate; Rabbit reticulocyte lysate, luciferase refolding luminescence, 3 h; inhibition, % at 5.6 µM; hit rate 0.91% among 290,000; AID 1789;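 active means inhibition above the screen-wide mean plus 3 SD, computed separately per campaign, cut at about 16% in these data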;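 further: 0% = DMSO wells and 100% = 60 µM geldanamycin wells; inhibitors lower the luminescence because luciferase stays unfolded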
aSyn UTR inh – MLPCN primary screen, SNCA 5' untranslated region; hit rate 0.82% among 300,000; alpha-synuclein 5'UTR reporter, inhibitor activity; AID 1813; inhibition, % (tested at 7.5 µM); in the data active means inhibition above about 60%;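 further: H4 neuroglioblastoma cells stably carrying SNCA 5'UTR luciferase fusion; 0% = DMSO wells and 100% = positive control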
KLF5 inhibitor – suppresses KLF5 promoter-driven expression; DLD-1 KLF5 promoter-luciferase reporter, luminescence; inhibition, % at 5 µM; hit rate 0.23% among 290,000; AID 1700;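 active means inhibition above a per-plate limit of that plate's mean compound inhibition plus 3 SD, cut at about 60% in these data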;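 further: 0% = DMSO wells and 100% = LY294002 at 200 µM; higher means less KLF5 promoter-driven luciferase light; inactives centre near -14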
HSF1 activator – increases HSF-1 driven luciferase reporter signal | NIH3T3-HGL HSF-1 luciferase reporter, MG132, 8 h; 100% = twice DMSO control signal | activation, % at 9 µM | hit rate 1.7% among 300,000;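 active means mean replicate activation of at least 50% with a set share of replicates each reaching 50%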;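 further: 0% = median of the neutral control wells and 100% = twice that signal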
HSF1 inhib – HSF1 inhibition | NIH3T3-HGL HSE-luciferase, MG132-induced, luminescence 8 h; active compounds read low | activity change, negative = inhibition, % at 7.5 µM (by protocol) | hit rate 0.77% among 300,000;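 active means more than half of replicate wells show activity change below -50%, luminescence cut by over half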;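 further: luciferase reports HSF-1 transcriptional activity via heat shock element; 0% = median of DMSO wells and -100% = zero luminescence signal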
IEC-6 cytotox – counter-screen for KLF5 inhibitors: cytotoxicity in IEC-6 cells | IEC-6 cytotoxicity, luminescence viability | hit rate 0.78% among 290,000 | inhibition, % at 5 µM; in the data active means inhibition above about 22%;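 further: 0% = plate median of test compound wells and 100% = cytotoxic reference compound wells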
AI-2 QS modul – modulates the Vibrio harveyi AI-2 quorum sensing system; Vibrio harveyi JMH597 AI-2 luminescence/OD600 ratio, 9 h; active compounds read low; strain lacks LuxN and CqsS sensors; 0 = neutral-control median; activity change, % at 7.5 µM; hit rate 0.4% among 300,000; AID 2094; in the data active means activity change below about -75%, passing the limit was not always enough;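 further: luminescence divided by OD600 gain over 9 h not by final OD600 alone; inactives centre near 13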
Platelet DG rel – platelet dense granule release activity | human platelet-rich plasma, SFLLRN dense granule ATP release, luminescence | inhibition, %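 (compounds screened at 7.5 µM in platelet-rich plasma)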 | hit rate 0.22% among 300,000 | AID 1663;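 active means mean replicate score, as percent of positive control, at or above 50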
* hit, by the source's call; x = not tested or not shown.

SMILES	SKKanGAS inh	HIF activator	HSP90 refold inh	aSyn UTR inh	KLF5 inhibitor	HSF1 activator	HSF1 inhib	IEC-6 cytotox	AI-2 QS modul	Platelet DG rel
COc1ccc(CCNC(=O)CCCc2ccccc2)cc1	-4	-0.6	2	-4	-1	-1	0	3	12	0
COc1cccc(C2Nc3ccccc3C(=O)N2Cc2ccccc2)c1 (stereo not given)	-1	0.0	x	79*	x	-2	0	x	6	0
NS(=O)(=O)c1ccc(CCNC(=O)c2ccc(NC3=NC4CS(=O)(=O)CC4S3)cc2)cc1 (stereo not given)	-2	-0.3	-5	-7	-2	-5	-3	0	21	-3
Cc1oc2c(CN(C)C)c(O)ccc2c(=O)c1-c1cscn1	-3	-0.5	-2	6	-1	0	3	2	20	7
CC(C)[C@H]1C(=O)Nc2ccccc2N1C(=O)N[C@@H](Cc1ccccc1)C(=O)N[C@@H](Cc1ccccc1)C(=O)O	4	-0.2	-4	23	20	5	0	-5	9	1
Cc1ccc2sc(N(CCN(C)C)C(=O)c3ccc(S(=O)(=O)N4CC(C)OC(C)C4)cc3)nc2c1C (stereo not given)	1	0.3	2	-17	-16	-12	-5	8	-21	-8
COc1ccc(/C=N/OCC(=O)N(Cc2ccc(OC)cc2)c2ccccc2C(=O)O)cc1	7	0.1	-5	1	18	-7	3	11	4	0
OC(CN1CCN(Cc2ccccc2)CC1)c1ccccc1 (stereo not given)	3	0.8	2	7	-10	-8	-2	4	19	-1
CC(C)(C)c1ccc(C(=O)NNc2cc(N3CCCCC3)nc(N3CCCCC3)n2)cc1	25	-1.9	-1	-23	-1	23	3	-5	16	2
Cc1oc2c(c1C(=O)Nc1ccc(C(=O)O)cc1)CCCC2	-9	-0.4	4	9	-31	-4	-1	-1	13	-3
O=c1c2ccccc2nc(COc2ccccc2)n1/N=C/c1cc([N+](=O)[O-])ccc1O	76*	11*	2	38	-11	19	8	-6	15	-5
CCOCCCn1c(SCC(=O)NC2CCCC2)nc2ccccc2c1=O	21	-0.4	0	25	-34	14	6	-4	23	0
CC1(C)CC(=O)c2cc(OCC(=O)N3CCCCCC3)ccc2O1	1	1.1	-3	-8	-13	4	10	0	8	8
CCOc1ccc(CN2CCNC(=O)C2CC(=O)NCc2cc(C)n(C)n2)cc1 (stereo not given)	0	-0.1	3	-16	-11	-3	-4	3	14	-1
CCOC(=O)Cn1cnc([N+](=O)[O-])n1	-10	0.1	1	-7	-27	22	2	1	3	-2
COc1ccc(NC(=S)NCc2ccc(Cl)cc2)c(OC)c1	0	-9.1	-1	-8	-23	-8	-6	-2	7	-6
COc1ccc(CC(=O)NCc2n[nH]c(=S)n2-c2ccc(Br)cc2)cc1	-1	-0.3	-2	7	-7	-22	-7	-9	8	-2
COC(=O)c1cccc(CN2C(=O)SC(Nc3ccc(C)cc3)C2=O)c1 (stereo not given)	5	1.2	-1	9	5	3	0	8	7	-3
CC(C)CC(=O)Nc1ccc(C(=O)NNC(=S)NC(=O)C2CCCCC2)cc1	93*	-0.4	-1	67*	-14	34	14	1	18	-4
Nc1c(NCCC2=CCCCC2)c(=O)[nH]c(=O)n1Cc1ccccc1	5	-0.7	-1	-6	-13	-8	10	-12	28	14
Cc1cc(C(=O)N2CCCC(C(=O)c3cccc(C(F)(F)F)c3)C2)n[nH]1 (stereo not given)	-9	0.1	-1	2	-41	4	3	0	-7	-7
O=C(CN1C(=O)CSC1=O)N1CCc2ccccc2C1	-3	-0.1	3	-2	-46	6	4	1	13	1
Cc1cc(-c2nnc(SCC(=O)c3ccc4c(c3)OCCO4)o2)no1	-6	-0.1	-5	-20	-25	13	-3	2	17	0
Cn1nccc1C(=O)Oc1ccc(/C=N/NC(=O)c2ccccc2O)cc1	9	0.2	-6	-20	-26	16	6	0	9	-4
Cc1ccc(S(=O)(=O)CCC(=O)NCc2ccc(Cl)cc2)cc1	-5	0.0	0	3	-6	8	6	-2	1	5
SMILES	SKKanGAS inh	HIF activator	HSP90 refold inh	aSyn UTR inh	KLF5 inhibitor	HSF1 activator	HSF1 inhib	IEC-6 cytotox	AI-2 QS modul	Platelet DG rel
COc1cccc(/C=N/n2c(COc3ccccc3)n[nH]c2=S)c1O	0	-2.6	-6	16	-29	14	6	-3	15	2
Cc1ccc(CNC(=O)CN(C(=O)C2(C)CC(=O)N=C3C=CC=CN32)c2ccc(F)cc2)cc1 (stereo not given)	-4	-0.1	0	-7	-8	-16	-1	-1	12	x
COc1ccccc1N1CCN(c2ncnc3c2oc2ccccc23)CC1	-6	1.9	0	10	-13	7	-3	3	26	-9
COc1ccc(C(=O)N2CCOC2CNC(=O)C(=O)NCc2ccc(F)cc2)cc1 (stereo not given)	8	0.2	0	-1	-14	1	2	0	7	3
Nc1cc2c(cc1C(=O)c1ccccc1F)OCCO2	-8	0.2	-1	-16	-16	12	10	0	10	13
CC(NC(=S)Nc1ccc(F)cc1)C(c1cccs1)N1CCOCC1 (stereo not given)	-2	-0.2	1	5	-18	5	9	0	33	2
Cc1ccc(NC(=O)CSc2nc(N)c3c4c(sc3n2)CSC(C)(C)C4)cc1	36	-0.2	2	13	-9	19	26	5	26	-15
C[C@H](NC(=O)c1ccccc1Cl)C(=O)OC(C(=O)Nc1cc(C(F)(F)F)ccc1Cl)c1ccccc1 (stereo not given in full)	10	-1.0	-2	6	-11	4	0	3	12	1
O=C(CCn1c(=O)[nH]c2ccsc2c1=O)NCCc1ccc(Cl)cc1	8	-0.3	-1	-13	-11	2	-2	4	26	1
O=C(NCc1ccco1)C(c1ccc(F)cc1)N(CC1CCCO1)C(=O)Cn1nnc2ccccc21 (stereo not given)	-1	0.0	-2	-19	6	4	3	-4	20	0
N#CC(C#N)=c1ccc2c(c1)N1C3=C(CCCC3)CC3CCCCC31N=2 (stereo not given)	12	0.0	-2	9	-14	10	-6	-1	29	-1
CCOC(=O)c1nnc(-c2ccccc2)nc1NCc1ccccc1	4	-0.2	4	24	-18	5	-6	1	19	2
NC(=O)c1ccc(-c2ccc(Br)cc2)o1	-7	2.2	-5	-36	-76	5	7	0	4	0
COCCCNC(=O)Cn1c(=O)n(CCCCCC(=O)NCc2ccc3c(c2)OCO3)c(=O)c2sccc21	-23	-0.4	2	7	-3	-44	-29	-3	-7	-5
CC(C)(C)C(=O)NC(NC(=S)Nc1sc2c(c1C#N)CCCC2)C(Cl)(Cl)Cl (stereo not given)	50*	-0.3	-1	12	-1	31	3	1	4	-1
CC(=O)Nc1ccc(OC(=O)Cc2ccc(Cl)cc2)cc1	-4	0.8	3	-4	-40	1	-8	-5	14	-1
CCN(CC(=O)N1CCC(C(N)=O)CC1)S(=O)(=O)c1ccc(Cl)cc1	3	-0.4	1	15	-19	5	-7	-5	2	-21
CC(=O)Nc1ccc(Nc2c([N+](=O)[O-])cc(S(C)(=O)=O)cc2[N+](=O)[O-])cc1	1	0.0	4	-75	3	19	-3	0	9	3
Cc1c(NC(=O)c2cc(-c3ccc(Cl)c(Cl)c3)on2)c(=O)n(-c2ccccc2)n1C	-5	-0.5	0	14	-21	-31	-22	-18	18	-6
COCCN(C(=O)COC(=O)c1cccnc1Cl)c1c(N)n(Cc2ccccc2)c(=O)[nH]c1=O	1	-0.1	x	5	x	-3	-1	x	13	9
Cn1c(=S)c2[nH]c(SCCN3CCCC3)nc2n(C)c1=O	6	-0.1	-1	-3	-9	-4	-12	0	20	10
COc1ccccc1NS(=O)(=O)c1ccc(-c2cnc(C3CC3)o2)cc1	-15	-0.5	8	-10	58	1	-1	84*	7	2
CC(C)(C)CC(=O)NCc1cccs1	-2	0.0	-3	10	-40	9	-10	-8	-1	1
Cc1ccc(CNS(=O)(=O)c2ccc3c(c2)N(C)CCO3)cc1	-7	-0.6	-7	-21	-12	7	-1	-5	16	2
O=C1c2cccc3c(N4CCCCC4)ccc(c23)C(=O)N1CCO	-3	3.2	-3	-120	-70	109*	83	-2	9	-6
SMILES	SKKanGAS inh	HIF activator	HSP90 refold inh	aSyn UTR inh	KLF5 inhibitor	HSF1 activator	HSF1 inhib	IEC-6 cytotox	AI-2 QS modul	Platelet DG rel
Cc1onc(-c2ccc(Cl)cc2Cl)c1-c1csc(N/N=C/c2ccccc2)n1	14	-0.3	1	34	-19	5	-11	0	9	6
C/C(=N/NC(=O)c1ccncc1)c1ccc2c(c1)OCO2	-4	0.1	-3	-10	-19	-7	-2	-2	9	-1
COc1cc2c(cc1OC)CC(C(=O)NCc1ccccc1)NC2 (stereo not given)	3	-0.4	7	-1	14	-10	-1	-1	3	-2
CNc1c([N+](=O)[O-])cnn1-c1ccc(F)cc1	0	0.0	2	20	-39	11	4	1	7	0
COc1ccc(OC)c(C2NC(=O)NC(C)=C2C(=O)OCc2ccccc2)c1 (stereo not given)	-2	-1.2	0	13	7	0	-3	-1	3	0
O=C(NCCC1=CCCCC1)c1cccc2c1C(=O)N(C1CCCCC1)C2	-9	-0.3	4	-11	-16	36	14	2	14	-3
